# CHT allo act: allosteric activators of human choline transporter CHT; Q9GZV3; CHT-expressing cells, membrane potential dye, choline EC20; hits give high values; LV-AA mutant CHT in HEK293 cells; B-score at 10 µM; 0.49% of 310,000 active; AID 488977;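 active = initial fluorescence not abnormally high and integrated response B-score, plate-corrected, over 3 SD above library mean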
# Target sequence (Q9GZV3 whole entry, looked up): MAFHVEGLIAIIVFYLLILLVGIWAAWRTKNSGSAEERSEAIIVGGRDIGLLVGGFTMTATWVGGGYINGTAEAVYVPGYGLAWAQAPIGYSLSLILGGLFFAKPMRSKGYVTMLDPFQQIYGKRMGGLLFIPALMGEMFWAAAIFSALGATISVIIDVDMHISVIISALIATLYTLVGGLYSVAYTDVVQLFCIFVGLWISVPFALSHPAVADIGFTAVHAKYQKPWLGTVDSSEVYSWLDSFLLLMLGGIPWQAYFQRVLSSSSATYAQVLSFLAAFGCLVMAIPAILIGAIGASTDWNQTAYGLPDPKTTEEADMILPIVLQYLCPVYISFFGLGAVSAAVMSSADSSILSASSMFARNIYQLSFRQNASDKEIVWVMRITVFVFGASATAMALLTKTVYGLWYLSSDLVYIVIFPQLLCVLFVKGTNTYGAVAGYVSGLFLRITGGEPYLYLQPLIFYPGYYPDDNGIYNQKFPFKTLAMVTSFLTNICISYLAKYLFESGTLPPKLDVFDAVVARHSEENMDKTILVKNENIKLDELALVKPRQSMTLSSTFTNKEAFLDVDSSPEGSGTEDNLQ
# OX1R antagonist: human HCRTR1 antagonism | O43613 | inhibition, % at 5 µM | CHO/OX1R cells, Fluo-8 calcium fluorescence, orexin A | 0.43% of 330,000 active;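 active = inhibition above its plate's threshold, mean inhibition of all tested compounds on the plate plus 3 SD, cut at about 37% in these data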;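 also: 0% = orexin A challenge wells and 100% = SB-334867-A antagonist wells; not every result past the cut was called active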
# Target sequence (O43613 whole entry, looked up): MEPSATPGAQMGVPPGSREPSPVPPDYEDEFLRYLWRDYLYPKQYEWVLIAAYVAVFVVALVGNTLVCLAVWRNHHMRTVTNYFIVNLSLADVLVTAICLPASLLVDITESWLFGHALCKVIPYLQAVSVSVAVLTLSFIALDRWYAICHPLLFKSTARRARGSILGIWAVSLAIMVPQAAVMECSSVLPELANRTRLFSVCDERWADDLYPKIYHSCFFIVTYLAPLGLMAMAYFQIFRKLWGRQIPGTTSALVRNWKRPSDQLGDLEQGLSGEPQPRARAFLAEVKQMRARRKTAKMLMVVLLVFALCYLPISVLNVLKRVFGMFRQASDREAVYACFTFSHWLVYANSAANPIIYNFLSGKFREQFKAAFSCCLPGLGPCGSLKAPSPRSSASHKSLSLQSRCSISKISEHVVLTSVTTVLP
# * = called active by the depositor; i = inactive; · = not tested or not shown.
compound	CHT allo act	OX1R antagonist
O=C(OCCCCN1C(=O)c2ccccc2C1=O)c1n[nH]c2ccccc12	i	-21
Cn1c(CO)cnc1SCC(=O)c1ccc(Cl)cc1	i	-19
CCCCCCCCCc1nc2sc3c(c2c(=O)n1NC(=O)c1ccc([N+](=O)[O-])cc1)CC(C)(C)OC3	i	1
C[C@]12c3[nH]c4cc(-c5ccco5)ccc4c3CCN1C(=O)[C@@H](CC(=O)NCC13CC4CC(CC(C4)C1)C3)C[C@@H]2C(=O)N1CCCCC1	·	-61
Cc1cc(C(=O)CN2C(=O)NC3(CCCc4sccc43)C2=O)c(C)n1-c1ccccc1 (centres undefined)	i	38*
O=C(O)Cc1ccc(-c2ccccc2)cc1	·	-19
O=[N+]([O-])c1ccc(S(=O)(=O)Nc2nnc(C(F)(F)F)s2)cc1	i	-7
COc1ccc(S(=O)(=O)NC(CC(=O)NC2CCCC2)c2ccco2)cc1 (centres undefined)	i	-6
Cc1cccc(N/N=C(\C#N)S(=O)(=O)C(C)(C)C)c1	i	-14
CCOc1ncccc1C(=O)N1CCN(S(=O)(=O)c2ccc(Br)cc2Cl)CC1	i	-18
N#Cc1ccccc1NC(=O)COC(=O)c1ccc2c(c1)OCO2	·	-15
CCCCN(CC)CCNC(=O)c1[nH]c(C)c(C(C)=O)c1C	i	-10
COCCCNC(=O)Cn1c(=O)n(CC(=O)N2CCCCC2)c(=O)c2sccc21	i	-2
C=CCc1cccc(C=Nc2cc(Br)ccc2O)c1O	i	8
Cc1[nH]n(-c2ncc(-c3ccccc3)s2)c(=O)c1C(c1ccc(Cl)cc1)C(C#N)C#N (centres undefined)	i	7
Cc1cc(C)n(S(=O)(=O)c2ccc(C)c(C)c2)n1	i	·
Cc1ccc(C(=O)N2CCN(c3ccc(NC(=O)c4cc(C)cc(C)c4)cc3)CC2)cc1	i	·
Cn1c(=O)oc2cc(S(=O)(=O)N3CCN(C(=O)c4ccco4)CC3)ccc21	i	0
CCCc1[nH]c(=O)c(C#N)c2c1CCCC2	i	1
O=C(CN(C1CCCCC1)S(=O)(=O)c1ccc(Cl)cc1)NCCCO	i	-29
NC(C(=O)O)C1CC(Cl)=NO1 (centres undefined)	i	-3
COc1ccc(OC)c(C2=CC(=O)C[C@H](c3ccc4c(c3)OCO4)C2)c1	·	-26
COc1ccc(/C=N/NC(=O)c2cc(-c3cccc(C)c3)nc3ccccc23)cc1O	i	-26
CC(c1ccccc1)N(C)C(=O)CSc1nnc(C2CC2)n1C1CC1 (centres undefined)	·	-25
N#Cc1c(N)nc(-c2ccccc2)nc1-c1ccccc1	i	-1
COc1ccc(-c2nc(SCc3ccccc3)n(S(C)(=O)=O)n2)cc1	i	-5
COc1ccc(N2C(S)=C(C#N)C(=O)NC2c2ccco2)cc1 (centres undefined)	i	8
O=C(CN(Cc1ccccc1)S(=O)(=O)c1ccccc1)N/N=C/c1ccc2c(c1)OCO2	i	-16
CC(C)CNC(=O)COC(=O)CCC(=O)c1ccc(Cl)cc1	i	3
O=C(NC1CCCCC1)C(c1ccc(F)cc1)N(Cc1ccco1)C(=O)Cn1nnc2ccccc21 (centres undefined)	i	-43

# Some of the entries so far, as labelled records:
SMILES: O=C(NC1CCCCC1)C(c1ccc(F)cc1)N(Cc1ccco1)C(=O)Cn1nnc2ccccc21 (centres undefined)
  CHT allo act = i | OX1R antagonist = -43
SMILES: COc1ccc(OC)c(C2=CC(=O)C[C@H](c3ccc4c(c3)OCO4)C2)c1
  CHT allo act = · | OX1R antagonist = -26

# (continued)
compound	CHT allo act	OX1R antagonist
COCCCNC(=O)CNC(=O)c1nn(-c2ccc(OC)cc2OC)c(=O)c2ccccc12	i	-1
CC(C)(C)OC(=O)NCCCC[C@H](NC(=O)c1nc[nH]c1C(=O)N[C@@H](CCCCNC(=O)OC(C)(C)C)C(=O)OC(C)(C)C)C(=O)OC(C)(C)C	i	-19
CCCc1nc2oc3ccccc3c(=O)c2c(=O)n1-c1ccc(C)cc1	i	-36
N#Cc1ccccc1OCC(=O)OCC(=O)NC1CCS(=O)(=O)C1 (centres undefined)	·	7
COc1ccc(-n2c(C)cc(/C=C3/SC(=O)N(CC(=O)N4CCOCC4)C3=O)c2C)cc1	i	-8
Cc1ccc(OCC(=O)N(Cc2ccc(N(C)C)cc2)C2CCS(=O)(=O)C2)cc1C (centres undefined)	i	-15
C[C@H](CO)N1C[C@H](C)[C@@H](CN(C)C(=O)Nc2ccc3c(c2)OCO3)Oc2ccc(NS(=O)(=O)c3cn(C)cn3)cc2C1=O	·	13
COc1ccc(C(=O)Oc2ccc(/C=N/NC(=O)c3ccccc3OC)cc2[N+](=O)[O-])cc1	i	4
O=C(N/N=C/c1cc2c(cc1[N+](=O)[O-])OCO2)c1cccnc1	i	-11
O=C(Cn1nnc(-c2ccccc2)n1)NNC(=O)c1cccc([N+](=O)[O-])c1	i	1
O=C(CO/N=C/c1ccc(Cl)cc1Cl)NNC(=O)c1cccc(Cl)c1	i	-18
Cc1noc(NS(=O)(=O)c2ccc(NC(=O)COc3ccc(Cl)cc3Cl)cc2)c1C	i	-3
O=C1CNC(=O)/C1=C\c1ccc(O)cc1	i	3
CCc1c(C)sc(NC(=S)Nc2nc(C)cc(C)n2)c1C(=O)OC	i	40
Cc1ccc(NC(=O)c2ccc(Cn3cc(Br)cn3)o2)cc1	i	-11
Cc1ccc2c(c1)C(c1ccccc1)N(C(=O)c1ccccc1)CC(=O)N2 (centres undefined)	i	-11
O=C(NCCc1ccc(F)cc1)NC12CC3CC(CC(C3)C1)C2	i	-19
OCCn1c(CSc2nc3ccccc3n2CCO)nc2ccccc21	i	10
S=c1[nH]nc(CN2CCCC2)n1Cc1ccccc1	i	-6
CCC(NC(=O)COc1ccc([N+](=O)[O-])cc1)c1ccccc1 (centres undefined)	i	-15
Cc1ccc(-n2nnnc2CS(=O)(=O)c2ccccc2)c(C)c1	i	-17
Cc1onc(-c2c(F)cccc2Cl)c1C(=O)OCC(=O)NC(N)=O	i	0
CCN(CC1CCCO1)C(=O)c1cc(COc2ccc(OC)cc2Cl)on1 (centres undefined)	i	-23
O=C(NCCc1ccc(Cl)cc1)C1CCC(=O)N1Cc1ccc(F)cc1 (centres undefined)	i	-14
CN(C(=O)COC(=O)c1cc2c(s1)CCCCC2)C1CCS(=O)(=O)C1 (centres undefined)	i	-28
COc1ccc(Nc2nnc(-c3ccccc3)c3ccccc23)cc1C(=O)N1CCCCC1	i	-38
O=[N+]([O-])c1cccc(/C=C/c2nc(C=Nc3ccc4ccccc4c3)c(O)o2)c1	i	6
Cc1ccc([N+](=O)[O-])cc1NC(=O)C[n+]1ccccc1	i	-8
CCOc1ccc(NC(=O)C2Cc3ccccc3CN2S(=O)(=O)CC)cc1 (centres undefined)	i	-9
CC(C)c1ccc(NC(=O)CSc2n[nH]c(=O)n2Cc2ccco2)cc1	i	-7

# Entries above printed as active in OX1R antagonist:
smiles	OX1R antagonist
Cc1cc(C(=O)CN2C(=O)NC3(CCCc4sccc43)C2=O)c(C)n1-c1ccccc1 (centres undefined)	38*

# 3 entries already listed, sorted by length of the SMILES, low to high:
compound	CHT allo act	OX1R antagonist
CCOc1ccc(NC(=O)C2Cc3ccccc3CN2S(=O)(=O)CC)cc1 (centres undefined)	i	-9
Cc1ccc2c(c1)C(c1ccccc1)N(C(=O)c1ccccc1)CC(=O)N2 (centres undefined)	i	-11
COc1ccc(-n2c(C)cc(/C=C3/SC(=O)N(CC(=O)N4CCOCC4)C3=O)c2C)cc1	i	-8

# New compounds follow
compound	CHT allo act	OX1R antagonist
O=C(CNC(=S)N(CCCN1CCOCC1)Cc1cccs1)NC1CC1	i	1
CNC(=O)c1cc2c(=O)n3cc(C)ccc3nc2n(C(C)C)c1=N	i	-21
Cc1ccc(Cn2c(N3CCCCCC3)nc3c2c(=O)[nH]c(=O)n3C)cc1	i	-23
CC(C)(C)c1nnc(NC(=S)Nc2ccccc2)s1	i	-28
O=C(CNC(=O)c1ccco1)OC(C(=O)c1ccccc1)c1ccccc1 (centres undefined)	i	-7
COCCN1CCC(CNCc2c(C(=O)N3CCCCC3)nc3c(C)cccn23)C1 (centres undefined)	i	-6
CCOC(=O)c1cc(C)n(-c2c(C)n(C)n(-c3ccccc3)c2=O)c1C	i	-9
CCOC(=O)N1CCN(CC(O)c2c[nH]c3ccccc23)CC1 (centres undefined)	i	7
CCN(c1ccccc1)S(=O)(=O)c1ccc(Cl)c(C(=O)N2CCCC2)c1	·	-16
O=C(Cn1c(=O)oc2ccccc21)Nc1n[nH]c(=S)s1	i	-4
Cc1coc2cc3oc(=O)c(CCC(=O)N4CCC(C(=O)O)(c5ccccc5)CC4)c(C)c3cc12	i	3
CC1CCCC(NC(=O)C2CCC(CNc3c(N4CCCC4)c(=O)c3=O)CC2)C1C (centres undefined)	i	-14
COc1cc(C(=S)N2CCOCC2)cc(OC)c1OC	i	-1
Cc1cc(Br)ccc1SCC(=O)OCC(=O)Nc1ncc(C(F)(F)F)cc1Cl	i	-5
Cc1c(Cl)cccc1NC(=O)[C@@H](NC(=O)c1ccccc1Cl)C(C)C	i	-28
CC(=O)N(Cc1cccnc1)Cc1cc2ccc(C)cc2[nH]c1=O	i	-16
Cc1ccc(S(=O)(=O)NCCNC(=O)c2nonc2N)cc1	i	12
C=CCn1c(N)c(C(=O)N2CCOCC2)sc1=S	i	-12
COC(=O)c1cnn2c3c(c(C)nc12)CCCC3	i	-8
Cc1cc(C)nc(-n2ncc(C#N)c2N)n1	i	-15
Cc1cccc2cc(C#N)c(SCC(=O)Nc3ccccc3N3CCOCC3)nc12	i	-16
NC(=O)c1c(NC(=O)c2cnccn2)sc2c1CCCC2	i	-23
O=C1CC(c2ccccc2)=NN1c1ccc([N+](=O)[O-])cc1	i	3
Cc1ccc(NC(=O)c2n[nH]c(=O)c3ccccc23)cc1S(=O)(=O)N1CCOCC1	·	0
CC(C)(C)c1ccc(/C=N/NC(=S)NC2CCCCC2)cc1	i	-15
CC(O)CNCc1ccc(-c2ccccc2)cc1 (centres undefined)	i	-5
CCc1cc2c(=O)[nH]c(Cc3ccccc3)nc2s1	i	-9
C/C=N\NC(=O)CNC(=O)CNC(=O)c1ccccc1	i	3
CC(=O)c1cccc(NC(=O)CN(c2ccc(C)cc2)S(=O)(=O)c2cccc3nonc23)c1	i	-6
C=CCN(CC=C)c1nc2ccccc2nc1C(C#N)C(=O)OCCOC (centres undefined)	i	-28
N#Cc1ccc(C2N=C(c3ccccc3)NO2)cc1 (centres undefined)	i	-12
CCOC(=O)C1=CC[C@@H](c2cc3ccc(OC)cc3n2C)N(S(=O)(=O)c2ccc(C)cc2)[C@H]1C(=O)OCC	·	-32
CCCNC(=O)c1ccc(S(=O)(=O)c2ccc(OC)cc2)c([N+](=O)[O-])c1	i	3
CCc1ccccc1NC(=O)c1ccc(-c2csc(C)n2)cc1	i	-9
CC(C)NC(=O)Cn1c(SCC(=O)N2CCCc3ccccc32)nc2ccccc21	i	14
O=C(COc1ccccc1)Nc1ccc2oc(=O)ccc2c1	i	-15
CN(C)S(=O)(=O)c1ccc(C(=O)NCc2ccccc2)cc1	i	-7
CCOCCCn1cnc2c(c1=O)c1nc3ccccc3nc1n2-c1ccc(C)cc1	i	-1
CCOC(=O)N1CCN(S(=O)(=O)c2c(C)[nH]c(=O)[nH]c2=O)CC1	i	7
CCOC(=O)C1=C(CC)Nc2ccccc2N=C1NC(=O)CCNC(C)=O	i	3
CCOc1ccc(C(=O)Nc2ccccc2-c2ccccc2)cc1Cl	i	-20
CCn1c(SCC(=O)O)nnc1C1CCCCC1	i	16
O=C(CCC(=O)c1ccc(F)cc1)Nc1cc(Cl)cc(Cl)c1	i	-13
O=C(Cn1nc(CNc2ccc(Br)cc2)[n+]2c1CCCCC2)c1ccc([N+](=O)[O-])cc1	i	-18
COc1cccc(C(=O)Nc2ccccc2NC(=O)c2cccc(OC)c2)c1	i	-9
Cc1cc(NC(=O)Nc2ccc(Cl)c(Cl)c2)no1	i	41
Cc1cc(=O)c2cc(Br)ccc2[nH]1	i	-17
CCC(C)C(NC(=O)C1CCC(C)CC1)C(=O)NCCc1ccc(S(N)(=O)=O)cc1 (centres undefined)	i	-5
C=CCOc1ccc(/C=C(\C#N)C(=O)Nc2ccccn2)cc1OC	i	3
Cc1c(C(=O)N2CCCc3ccccc32)oc2ccc(S(=O)(=O)N3CCOCC3)cc12	i	14
O=C(NC(=O)N1CCN(c2ccc([N+](=O)[O-])cn2)CC1)c1c(Cl)cccc1Cl	i	-7
Cc1ccccc1NC(=O)Cc1cccs1	i	-8
Cc1nc2ccccc2c(=O)n1NC(=O)C1CC1	i	-8
N#C/C(=C(/O)CSc1nnc(Cc2cccs2)n1C1CCCCC1)c1nc2ccccc2[nH]1	i	-5
O=S(=O)(c1ccc2ccccc2c1)N1CCCCCC1	i	-28
Cc1c(C(=O)c2ccc(F)cc2)c2ccccn2c1CCc1ccccn1	i	-11
Cc1ccccc1Nc1nc(N)nc(COC(=O)c2c(C)noc2C)n1	·	-2
COc1ccc(N=Cc2c(O)cc(C)oc2=O)cc1	i	-15
CC1(NC(=O)C2CCN(C(=O)Nc3ccccc3)CC2)CCS(=O)(=O)C1 (centres undefined)	i	-5
CN(CCCNC(=O)Cn1cccc1C(=O)c1ccccc1)C1CCCCC1	i	-31

# Individual results from above.
# Cc1c(C(=O)c2ccc(F)cc2)c2ccccn2c1CCc1ccccn1 – OX1R antagonist: -11
# CCOC(=O)C1=C(CC)Nc2ccccc2N=C1NC(=O)CCNC(C)=O – OX1R antagonist: 3

# Screens as filed in PubChem.
